DENV2 CPE rescue: inhibitors of DENV2 cytopathic effect; AID 651640; DENV2-infected cells, cytopathic effect rescue, plate reader; 350,000 tested, 1.7% active; CPE inhibition, % at 9.99 µM; in the data active = CPE inhibition above about 20%, passing the limit was not always enough; inconclusive = no clear call, values can overlap the other calls; tested in BHK-21 cells;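 note: 0% = median of neutral control wells and 100% = median of positive control wells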
LGR2 antag: Drosophila LGR2 receptor signaling inhibition | HEK293 LGR2, CRE-luciferase, bursicon-stimulated, 4 h | inhibition, % at 9.99 µM | 380,000 tested, 0.35% active;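 active = drop in luminescence signal, shown as inhibition above about 50% in the replicate tests, limit read from the data, passing the limit was not always enough; inconclusive = probably only some replicates passing the limit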;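 note: agonist challenge used bursicon conditioned medium at about half maximal strength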
ARNT TACC3 PPI: ARNT/TACC3 interaction disruption; 390,000 tested, 0.66% active; AlphaScreen His-ARNT PAS-B/GST-TACC3 binding, luminescence; TACC3 fragment carries E629A point mutation; Q9Y6A5; inhibition, % at 9.99 µM;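 active = mean inhibition of replicates at least 50% and at least half of replicates each reaching 50%; inconclusive = half or more replicates reach 50% but mean below 50%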;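 note: 0% = complete ARNT plus TACC3 wells and 100% = ARNT alone without TACC3; many hits fall short of the cut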
EWS-Fli inh: EWS/Fli transcriptional activity inhibition | inhibition, % at 12.6 µM | A673 NR0B1-luciferase reporter, viability-normalised | 350,000 tested, 0.67% active;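 active = mean inhibition of at least 50% after viability correction, with every replicate also passing that limit; inconclusive = mean reaches 50% but only one of two replicates passes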;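 note: firefly luciferase signal divided by Alamar Blue viability fluorescence both relative to DMSO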
SIRT5 inh: sirtuin-5 (human) deacylase inhibition | Purified SirT5, succinyl-peptide AMC, trypsin-coupled fluorescence | inhibition, % at 15 µM | 330,000 tested, 1.1% active | AID 652115; in the data active = inhibition above about 15%; inconclusive = no clear call, values can overlap the other calls
Target sequence (Q9NXA8 whole entry, looked up): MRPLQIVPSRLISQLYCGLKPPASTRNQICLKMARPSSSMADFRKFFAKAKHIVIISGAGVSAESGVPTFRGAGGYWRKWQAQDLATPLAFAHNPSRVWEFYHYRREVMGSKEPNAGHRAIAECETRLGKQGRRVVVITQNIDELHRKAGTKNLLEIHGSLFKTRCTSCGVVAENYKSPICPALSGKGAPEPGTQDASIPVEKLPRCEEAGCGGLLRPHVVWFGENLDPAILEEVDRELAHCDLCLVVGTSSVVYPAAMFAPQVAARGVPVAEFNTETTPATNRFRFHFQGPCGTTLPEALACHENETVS
PAX8 inh HTS: PAX8 transcriptional activity inhibition; RMG-I TPO-luciferase reporter, SteadyGlo, 24 h; inhibition, % at 12.6 µM; 360,000 tested, 1.2% active; AID 652154;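 active = mean replicate inhibition at least 60% with every replicate also reaching 60%; inconclusive = only one of the two criteria is met; inactive = mean below 60% and not all replicates reaching 60%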;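 note: luciferase light reporting Pax8 driven TPO promoter activity; plate controls were median of neutral control wells for no effect and mitoxantrone controls for full effect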
CASP6 VEID inh: inhibitors of human caspase-6 | P55212 | 350,000 tested, 0.53% active | purified caspase-6, Z-VEID-R110 cleavage fluorescence | AID 686996 | inhibition, % at 12.5 µM;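 active = mean inhibition across replicates at least about 35%, with every replicate also reaching that limit, limit read from the data; inconclusive = only one of the two criteria met; inactive = neither criterion met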;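 note: 0% = median of neutral control wells and 100% = no fluorescence left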
Target sequence (P55212 24-179 limits assumed): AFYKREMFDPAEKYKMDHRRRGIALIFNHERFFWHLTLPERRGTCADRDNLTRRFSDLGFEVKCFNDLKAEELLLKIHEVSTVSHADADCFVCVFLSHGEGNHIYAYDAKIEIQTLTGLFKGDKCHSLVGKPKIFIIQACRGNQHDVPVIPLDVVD
Target sequence (P55212 194-293 limits assumed): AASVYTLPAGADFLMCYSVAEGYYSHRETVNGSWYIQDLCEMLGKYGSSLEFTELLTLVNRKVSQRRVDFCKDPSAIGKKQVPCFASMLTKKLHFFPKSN
Starred values were filed as active, the others as inactive; u = inconclusive; x = not tested or not shown; & = joins results of further samples.

No.	SMILES	DENV2 CPE rescue	LGR2 antag	ARNT TACC3 PPI	EWS-Fli inh	SIRT5 inh	PAX8 inh HTS	CASP6 VEID inh
1	CCOC(=O)c1ccc(NC(=O)CN2CCN(Cc3ccccc3)CC2)cc1	-4	-22	4	10	-1	11	2
2	O=C(Nc1ccc(F)cc1)N1CC(=O)N2[C@H](CO)[C@@H](c3ccc(C#CC4CC4)cc3)[C@@H]2C1	9	10	x	-2	0	1	0
3	N=C(N)c1ccc(OCCCCCOc2ccc(C(=N)N)cc2)cc1	6	1	-1	6	-5	83*	-6
4	Cn1c(SCC(=O)N/N=C/c2ccc(O)c(O)c2)nc2ccccc21	-2	-12	2	29	0	48	13
5	CCCC#Cc1ccc2c(c1)O[C@H](CN(C)C(=O)CN(C)C)[C@H](C)CN([C@@H](C)CO)S2(=O)=O	x	10	x	-9	x	-11	x
6	O=C1NC(=S)SC1=Cc1ccccc1C(=O)O	-4	4	x	2	x	13	3
7	COc1ccc(NS(=O)(=O)c2c(C(=O)N3CCCCCC3)c(C)n(C)c2C)cc1	10	7	-7	x	-3	12	4
8	COc1ccccc1CCc1nnc(N)s1	-5	6	-3	3	-3	39	-2

(further entries)
No.	SMILES	DENV2 CPE rescue	LGR2 antag	ARNT TACC3 PPI	EWS-Fli inh	SIRT5 inh	PAX8 inh HTS	CASP6 VEID inh
9	CN(Cc1ccc(OC(F)F)cc1)C(=O)c1cccc(S(=O)(=O)N2CCN(Cc3ccccc3)CC2)c1	-11	11	2	22	-1	31	-205
10	COc1ccc(-n2ccnc2CN2CCN(C3CCCC3)C(CCO)C2)cc1 (stereo not given)	10	-9	6	4	-1	-8	-4
11	O=C(O)c1ccccc1NS(=O)(=O)c1ccc(NNC(=S)Nc2ccc(OC(F)F)cc2)c([N+](=O)[O-])c1	-4	6	33	-17	24*	21	19
12	O=C(COC(=O)/C=C/c1ccc(Br)o1)Nc1cccc(S(=O)(=O)N2CCOCC2)c1	1	9	7	4	-2	10	10
13	CC(OC(=O)/C=C/c1cccc(F)c1)C(=O)NC1CCCCC1C (stereo not given)	10	18	-1	3	2	18	2
14	COc1ccc(/C=N/n2cnc3c([nH]c4ccccc43)c2=O)cc1CO	8	-9	-6	2	-5	-4	-1
15	CC(=O)N(C)C[C@@H]1Oc2cc(-c3ccc(F)cc3)ccc2S(=O)(=O)N([C@@H](C)CO)C[C@H]1C	14	10	x	5	-3	x	-2
16	Cc1ccc(-n2nnc3c(=O)n(CC(=O)NCc4ccco4)cnc32)cc1	-4	-1	-9	-2	1	14	2

Copied from above (2 entries):
No.	SMILES	DENV2 CPE rescue	LGR2 antag	ARNT TACC3 PPI	EWS-Fli inh	SIRT5 inh	PAX8 inh HTS	CASP6 VEID inh
9	CN(Cc1ccc(OC(F)F)cc1)C(=O)c1cccc(S(=O)(=O)N2CCN(Cc3ccccc3)CC2)c1	-11	11	2	22	-1	31	-205
10	COc1ccc(-n2ccnc2CN2CCN(C3CCCC3)C(CCO)C2)cc1 (stereo not given)	10	-9	6	4	-1	-8	-4

Single values from above:
cpd 10 | PAX8 inh HTS = -8
cpd 11 | PAX8 inh HTS = 21

Complete entries, looked up by structure. Order of screens: DENV2 CPE rescue | LGR2 antag | ARNT TACC3 PPI | EWS-Fli inh | SIRT5 inh | PAX8 inh HTS | CASP6 VEID inh
O=C(O)c1ccccc1NS(=O)(=O)c1ccc(NNC(=S)Nc2ccc(OC(F)F)cc2)c([N+](=O)[O-])c1 across the screens: -4 | 6 | 33 | -17 | 24* | 21 | 19
CC(OC(=O)/C=C/c1cccc(F)c1)C(=O)NC1CCCCC1C (stereo not given) across the screens: 10 | 18 | -1 | 3 | 2 | 18 | 2

(list continues)
No.	SMILES	DENV2 CPE rescue	LGR2 antag	ARNT TACC3 PPI	EWS-Fli inh	SIRT5 inh	PAX8 inh HTS	CASP6 VEID inh
17	COc1cccc(NC(=O)N(C)C[C@H]2OCc3cn(nn3)CCCC(=O)N([C@@H](C)CO)C[C@@H]2C)c1	-5&-6&-2	-2&-3	-4&1	-1&1&-5	1&3&-4	3&-6	7&-1&-2
18	CN(C)c1ccc(-c2ccnc3c2CC(C)(C(=O)Nc2cccc(OC(F)(F)F)c2)O3)cc1 (stereo not given)	-1	2	x	9	-3	1	-6
19	O=C(NCCCN1CCCCC1)c1ccc2c(c1)NC(=O)c1ccccc1S2	0	16	6	-1	-3	-9	-44
20	CO[C@@H]1CN(C)C(=O)c2ccc(NC(=O)C3CC3)cc2OC[C@@H](C)N(CC2CC2)C[C@H]1C	-11	-7	-10	1	x	4	0
21	O=C(Cc1cccc(NC(=O)C2CCCN(C(=O)C3CCC3)C2)c1)Nc1cccc(C(=O)N2CCCCC2)c1 (stereo not given)	6	7	-1	-1	2	-4	2
22	Cc1cc(C)nc(NS(=O)(=O)c2ccc(Br)s2)c1	19	-14	-14	-5	-1	-5	7
23	C[C@@H]1CN([C@@H](C)CO)C(=O)c2cccc(NC(=O)c3ccc(-c4nccs4)cc3)c2O[C@@H]1CN(C)Cc1ccc(-c2ccccc2)cc1	5	18	-2	7	-7	29	x
24	CCOC(=O)N1CCN(C(=S)NC(=O)c2ccnn2C)CC1	x	13	-14	x	x	-3	x

Continued.
No.	SMILES	DENV2 CPE rescue	LGR2 antag	ARNT TACC3 PPI	EWS-Fli inh	SIRT5 inh	PAX8 inh HTS	CASP6 VEID inh
25	O=C(Nc1ccccc1)c1ccc(OC(=O)c2ccccc2)cc1	0	-1	-1	-33	0	-8	-1
26	COc1ccc(OCC(=O)Nc2cccc(C(=O)Nc3ccccc3C(=O)O)c2)cc1	x	8	10	x	x	2	x
27	CC(NC1CCCC1)c1ccccc1 (stereo not given)	x	x	-10	10	4	18	-1
28	O=C(COc1ccccc1)NC1CCCCC1	x	-14	-6	x	x	2	x
29	COc1ccccc1-c1c(C(F)(F)F)oc2cc(OCC(=O)Nc3ccccc3C(F)(F)F)ccc2c1=O	x	5	0	x	x	-15	x
30	C[C@H]1CCCCO[C@H](CN(C)C(=O)NC2CCCCC2)[C@@H](C)CN([C@@H](C)CO)C(=O)c2cc(NC(=O)CCCN(C)C)ccc2O1	-1	9	-5	-3	-2	x	8
31	CCCCCC(=O)Nc1cccc(C2=NOC3(C2)C[C@@H](C(N)=O)N(C(=O)c2cc([N+](=O)[O-])cc([N+](=O)[O-])c2C)C3)c1 (stereo not given in full)	2	0	8	0	-6	13	7
32	COC(=O)[C@H](C)N(Cc1ccc(Cl)c(Cl)c1)S(=O)(=O)CCN1CCN(c2ccccc2)CC1	u	12	4	2	-2	-30	1
33	CCOC(=O)c1c(S(=O)(=O)NCC(=O)NCc2cccc(C)c2)c(C)n(C)c1C	8	14	-1	x	-1	-3	0

3 entries from above, screen by screen:
29. COc1ccccc1-c1c(C(F)(F)F)oc2cc(OCC(=O)Nc3ccccc3C(F)(F)F)ccc2c1=O
30. C[C@H]1CCCCO[C@H](CN(C)C(=O)NC2CCCCC2)[C@@H](C)CN([C@@H](C)CO)C(=O)c2cc(NC(=O)CCCN(C)C)ccc2O1
31. CCCCCC(=O)Nc1cccc(C2=NOC3(C2)C[C@@H](C(N)=O)N(C(=O)c2cc([N+](=O)[O-])cc([N+](=O)[O-])c2C)C3)c1 (stereo not given in full)

Screen / compound no.	29	30	31
DENV2 CPE rescue	x	-1	2
LGR2 antag	5	9	0
ARNT TACC3 PPI	0	-5	8
EWS-Fli inh	x	-3	0
SIRT5 inh	x	-2	-6
PAX8 inh HTS	-15	x	13
CASP6 VEID inh	x	8	7
